Screens as filed in PubChem.
RXFP1 antag – qHTS Assay for Antagonists of the Relaxin Receptor RXFP1 | HEK293-RXFP1, relaxin-stimulated cAMP HTRF, 30 min; active compounds read low | hit rate 0.59% among 350,000 | AID 1259400, 2018 | activity change, negative = inhibition, % at 57.5 µM;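 active = activity change of -60% or lower, but not beyond a set lower limit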; note: % is set by controls: 0 for no effect and ±100 for the full control effect
Target sequence (Q9HBX9 whole entry, looked up): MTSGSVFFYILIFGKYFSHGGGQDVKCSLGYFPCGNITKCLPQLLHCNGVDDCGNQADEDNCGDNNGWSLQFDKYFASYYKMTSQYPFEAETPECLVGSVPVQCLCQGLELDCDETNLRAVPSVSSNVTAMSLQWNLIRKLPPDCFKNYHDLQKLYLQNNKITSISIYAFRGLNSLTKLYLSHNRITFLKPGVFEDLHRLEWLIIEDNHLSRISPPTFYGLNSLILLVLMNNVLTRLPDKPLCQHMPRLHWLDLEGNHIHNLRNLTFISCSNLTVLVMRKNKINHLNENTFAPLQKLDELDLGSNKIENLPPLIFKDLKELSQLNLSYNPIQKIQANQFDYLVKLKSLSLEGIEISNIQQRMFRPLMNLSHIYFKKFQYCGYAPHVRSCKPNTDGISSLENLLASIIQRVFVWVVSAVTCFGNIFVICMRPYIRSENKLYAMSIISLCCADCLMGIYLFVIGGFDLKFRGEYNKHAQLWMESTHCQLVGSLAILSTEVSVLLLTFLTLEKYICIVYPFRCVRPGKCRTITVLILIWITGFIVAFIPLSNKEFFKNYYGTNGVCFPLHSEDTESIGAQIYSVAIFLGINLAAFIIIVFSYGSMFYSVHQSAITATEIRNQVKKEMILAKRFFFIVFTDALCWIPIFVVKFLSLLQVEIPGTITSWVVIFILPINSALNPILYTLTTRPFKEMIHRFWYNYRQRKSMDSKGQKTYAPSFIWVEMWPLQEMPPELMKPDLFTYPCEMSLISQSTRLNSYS
TRHR PAM – qHTS for Small Molecule Agonists and Allosteric Enhancers of Human TRH Receptor: Primary Screen for Enhancers | TRHR cells, fluo-8 calcium fluorescence, EC20 TRH enhancement | enhancement, % at 2 µM | hit rate 0.66% among 360,000 | AID 493056, 2011; in the data active = enhancement above about 30%; note: 0% is about no effect
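Enhancer read-out: after compound pinning and an initial kinetic agonist-mode read, an EC20 of TRH (10 nM final) was injected and fluo-8 calcium signal (Ex 480/Em 530) followed at 1 s/cycle for 100 cycles in TRHR-expressing cells.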
D2 agonist – HTS Assay for Allosteric Agonists of the Human D2 Dopamine Receptor: Primary Screen for Agonists | activation, % at 2 µM | HEK293 T-REx D2 cells, calcium flux agonist mode | D(2) dopamine receptor (Homo sapiens), P14416 | AID 485358, 2010 | hit rate 0.53% among 340,000;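 active = activation over 3 SD above normal in the single-dose calcium agonist read, cut at about 30% in these data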; note: 0% is about no effect
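HEK293 Trex D2 cells, tetracycline-induced, o/n 30 C 5% CO2; no-wash Ca dye, RT 30–90 min; 10-cycle baseline, 23 nl cpd added, kinetic Ca read 180 s; agonist hits = positive Ca response.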
D2 PAM – HTS Assay for Positive Allosteric Modulators of the Human D2 Dopamine Receptor: Primary Screen for Potentiators; D(2) dopamine receptor (Homo sapiens), P14416; HEK293 T-REx D2, calcium flux, EC20 dopamine potentiation; potentiation, % at 10 µM; hit rate 0.34% among 340,000;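 active = potentiation over 3 SD above the plate norm, cut at about 30% in these data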; note: 0% is about no effect
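Tetracycline-induced Hek293 Trex D2 cells, force-coupled to calcium, loaded with no-wash calcium dye. Compound added with 180 s kinetic read for agonism, then EC20 dopamine and a further 180 s read for potentiation.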
D2 antagonist – HTS Assay for Allosteric Antagonists of the Human D2 Dopamine Receptor: Primary Screen for Antagonists | inhibition, % at 10 µM | HEK293 TREx D2 cells, calcium flux, dopamine EC80 | hit rate 2% among 340,000 | AID 485344, 2010; in the data active = inhibition above about 30%; note: 0% is about no effect
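Calcium flux kinetic readout in an inducible HEK293 TREx D2 line plated overnight at 30 C. After 180 s compound exposure, an EC80 dopamine challenge follows with another 180 s kinetic read to detect antagonism.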
D1 potentiator – Potentiators of Human D1 Dopamine Receptor: qHTS. D(1A) dopamine receptor (Homo sapiens), P21728. hit rate 0.036% among 360,000. HEK293 TREx D1 cells, calcium flux, dopamine EC20 potentiation. potentiation, % at 10 µM; in the data active = potentiation above about 30%; note: 0% is about no effect
TRHR agonist – qHTS for Small Molecule Agonists and Allosteric Enhancers of Human TRH Receptor: Primary Screen for Agonists; activation, % at 2 µM; Thyrotropin-releasing hormone receptor (Homo sapiens), P34981; TRHR cells, calcium flux fluo-8, FDSS agonist mode; hit rate 0.18% among 360,000; note: 0% is about no effect
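In this calcium-flux screen, cells bearing human TRHR are dye-loaded with fluo-8, baselined for 10 cycles, then exposed to library compounds; positive kinetic calcium responses during the agonist phase mark hits, with TRH as control.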
D1 ag – Allosteric Agonists of the Human D1 Dopamine Receptor: qHTS; D(1A) dopamine receptor (Homo sapiens), P21728; HEK293 T-REx D1 cells, calcium flux, agonist mode; activation, % at 2 µM; hit rate 1% among 360,000; AID 504660, 2011; note: 0% is about no effect
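Tetracycline-induced HEK293 TREx D1 cells, force-coupled to calcium signalling, were dye-loaded with a no-wash calcium kit. Compound was pin-added after a 10 s baseline. Fluorescence was read kinetically at 1 cycle/s for 180 s, with calcium rises flagged as agonism.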
D1 antag – Antagonist of Human D 1 Dopamine Receptor: qHTS; D(1A) dopamine receptor (Homo sapiens), P21728; HEK293 TREx D1 cells, calcium flux, dopamine EC80; active compounds read low; hit rate 3.2% among 360,000; activity change, negative = inhibition, % at 10 µM; in the data active = activity change below about -30%; note: % is set by controls: 0 for no effect and ±100 for the full control effect
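After overnight tetracycline induction at 30 C, force-coupled D1 HEK293 cells took up a no-wash calcium dye at room temperature. Compounds were added and monitored 180 s, and the response to EC80 dopamine was then recorded.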
The depositor's hits bear a star; x = no result given; & = joins results of further samples. Cut-off read from the data, not from the text of the source, unless noted: active = activation above about 30%; inactive = the rest.

Sample of the layout:
SMILES | RXFP1 antag | TRHR PAM | D2 agonist | D2 PAM | D2 antagonist | D1 potentiator | TRHR agonist | D1 ag | D1 antag
CCOC(=O)Cn1nc(C)n(-c2ccc(C(C)(C)C)cc2)c1=O | -4 | -3 | 0.0 | 10 | -5 | -1 | -0.3 | 5 | -9
CCc1nnc(NC(=O)Cc2cc(OC)c(OC)c(OC)c2)s1 | 1 | 4 | 0.8 | 3 | 5 | -4 | 0.2 | 0 | 5

This part in full, previewed entries included:
SMILES | RXFP1 antag | TRHR PAM | D2 agonist | D2 PAM | D2 antagonist | D1 potentiator | TRHR agonist | D1 ag | D1 antag
CCOC(=O)Cn1nc(C)n(-c2ccc(C(C)(C)C)cc2)c1=O | -4 | -3 | 0.0 | 10 | -5 | -1 | -0.3 | 5 | -9
CCc1nnc(NC(=O)Cc2cc(OC)c(OC)c(OC)c2)s1 | 1 | 4 | 0.8 | 3 | 5 | -4 | 0.2 | 0 | 5
Cc1cc(Cn2nc(-c3ccccc3)cc2C(=O)NCc2cccc(C(F)(F)F)c2)on1 | x | 1 | 0.2 | -14 | -9 | -8 | 2.1 | 17 | -15
O=C(Nc1ccc(N2CCOCC2)nc1N1CCOCC1)c1cccc(C(F)(F)F)c1 | -5 | 4 | 0.7 | 15 | -24 | 5 | -1.7 | 0 | -19
Cc1ccc(C(C)(C)NC(=O)C2CCC(=O)N(C3CCCCCC3)C2)cc1 (stereo unspecified) | -6 | -5 | 0.5 | -4 | -16 | -2 | 0.6 | 8 | -6
COc1ccc(NC(=O)CCNS(=O)(=O)c2ccc3c(c2)CC(C)N3C(=O)C2CC2)cc1 (stereo unspecified) | 6 | -3 | 0.6 | 19 | -3 | -4 | -0.1 | 2 | -8
COc1ccc(NC(=O)c2c(C)oc3ccc(O)c(CN4CCC(C)CC4)c23)cc1Cl | -23 | 3 | x | -8 | x | 0 | 0.3 | 8 | 17
CCOC(=O)c1c(C)[nH]c(C)c1S(=O)(=O)N1CCCC(C(=O)Nc2cc(C)ccc2C)C1 (stereo unspecified) | x | 11 | 0.0 | 2 | x | -3 | 0.1 | 3 | 2
CC(C)(C)C(=O)NC(NC(=O)C(C)(C)C)c1ccc([N+](=O)[O-])cc1 | x | -1 | -0.3 | -3 | -2 | -2 | 0.6 | 0 | -32*
O=C(COC(=O)COc1ccccc1)Nc1ccccc1OC(F)F | 3 | -2 | -0.1 | 0 | 2 | -2 | 0.1 | 1 | 5
Cc1cc(C)c2nc(N3CCC(C(=O)NCCCN4CCCC4=O)CC3)sc2c1 | 3 | 3 | -1.0 | -6 | -4 | -4 | -0.4 | 2 | -21
COC(=O)C(C(=O)OC)C(C(=O)OC)C(C(=O)OC)C(=O)OC | 0 | -1 | -0.9 | 0 | -4 | 4 | 0.3 | 1 | 3
O=C(NC(=S)N(Cc1ccccc1)c1ccccn1)C1CCCCC1 | -6 | 5 | x | x | x | 6 | -0.4 | 1 | 5
O=C(CSc1nc2c(c(=O)[nH]1)CN(Cc1ccc3c(c1)OCO3)CC2)Nc1cc(F)ccc1F | 0 | 0 | 0.8 | 4 | x | -1 | 0.4 | 0 | 4
Cc1ccc(C)c(S(=O)(=O)n2cnc3ccccc32)c1 | -3 | 0 | -0.1 | 20 | 0 | 0 | 1.7 | 2 | 2
Cc1ccc(N2CC(NC(=O)C3CCCCC3)CC2=O)cc1C (stereo unspecified) | -7 | 1 | 0.5 | -3 | x | -1 | 0.1 | -1 | x
CN(CCS(=O)(=O)c1ccc(Cl)cc1)Cc1cccnc1 | 5 | 4 | 0.3 | 17 | -9 | 6 | -0.5 | 1 | 6
COc1cc(/C=N/NC(=O)c2ccc([N+](=O)[O-])cc2Cl)cc(Br)c1O | 18 | 0 | -0.6 | -4 | 14 | -3 | -0.9 | 0 | 8
COc1cc(C2c3c(oc4ccccc4c3=O)C(=O)N2c2ccc(C)cn2)ccc1O (stereo unspecified) | -25 | 23 | -2.5 | 12 | 2 | -1 | 0.0 | 2 | -6
CCCCCN(C(=O)CCC(=O)OCc1ccccc1F)c1c(N)n(CCCC)c(=O)[nH]c1=O | 3 | 8 | 0.5 | 16 | 7 | 5 | 0.5 | 4 | 1
CN1C(=O)Cc2cc(S(=O)(=O)N3CCN(c4ccccc4F)CC3)ccc21 | 2&-11 | 1&10 | -0.1 | 14&3 | -9 | -4&1 | 0.5&-1.2 | 16&12 | -12&-13
Cc1ccc(C(=O)C[n+]2cccc3ccccc32)cc1 | 13 | 1 | 2.2 | 0 | -5 | -1 | 1.5 | 7 | -9
CSc1nc(N)nc(N(C)C)n1 | 7 | -4 | 1.0 | 11 | 16 | 0 | 0.8 | 1 | -1
O=C(NCCc1ccncc1)Nc1ccc(Cl)cc1 | -8 | -4 | 0.0 | -2 | -8 | 0 | -0.5 | 1 | 0
CCOC(=O)C(NC(=O)Nc1ncccn1)(Oc1ccccc1)C(F)(F)F (stereo unspecified) | -5 | 7 | -0.1 | -1 | -11 | -1 | 0.9 | 2 | 2

Later entries:
SMILES | RXFP1 antag | TRHR PAM | D2 agonist | D2 PAM | D2 antagonist | D1 potentiator | TRHR agonist | D1 ag | D1 antag
CN(C)CCN1C(=O)C2C3C=CC(C3)C2C1=O (stereo unspecified) | 15 | 27 | -0.1 | 9 | 7 | 2 | 0.4 | 1 | -13
Nc1cc(OC(=O)c2ccccc2Br)nn1S(=O)(=O)c1ccccc1 | 5 | 2 | 0.0 | 9 | -4 | -1 | -0.5 | 19 | 0
Cc1onc(-c2c(F)cccc2Cl)c1C(=O)OCc1nnc(-c2ccccc2)o1 | -17 | -4 | -0.2 | -8 | 11 | -11 | 0.5 | 8 | 0
CC(=O)Nc1ccc(NC(=O)[C@@H](NC(=O)c2cccc(C)c2)C(C)C)cc1 | 9 | 0 | x | x | x | -5 | 0.2 | 2 | 9
S=c1[nH]ncn1/N=C/c1cccc(Oc2ccccc2)c1 | -2 | 24 | -0.5 | 6 | -6 | -5 | -0.6 | 0 | 8
COC(=O)c1ccc(CSc2nnc(CS(=O)Cc3ccc(Br)cc3)n2-c2ccccc2)cc1 (stereo unspecified) | -3 | -6 | 1.2 | 7 | -5 | 1 | -1.2 | 5 | -25
CCOc1ccc(NC(=O)N(C(C)C)C2CCN(C(C)=O)CC2)cc1 | -3 | 0 | -0.2 | 11 | x | 0 | -0.1 | -2 | 6
O=C(CCNC(=O)c1ccccc1)Nc1cccnc1 | -8 | 1 | 1.2 | 8 | 1 | 3 | 0.0 | 3 | 7
O=C(COc1ccc(S(=O)(=O)NC2CCCCC2)cc1Cl)NCC1CCCO1 (stereo unspecified) | -18 | 8 | -1.4 | 9 | -20 | -8 | -1.0 | 7 | 5
CC(C)N(C)S(=O)(=O)c1ccc(NC(=O)C2=COCCO2)cc1 | 4 | 8 | -2.7 | 4 | -35 | x | 0.4 | 6 | 1
COC(=O)C(CC(C)C)NC(=O)C(N)Cc1ccccc1 (stereo unspecified) | 21 | 7 | -0.5 | 21 | 3 | -3 | 0.0 | 1 | 10
COc1cccc(C(=O)Cn2c(=O)n(CCC(=O)NCC3CCCO3)c(=O)c3cc(OC)c(OC)cc32)c1 (stereo unspecified) | 0 | 15 | 0.0 | 5 | -2 | -2 | 0.4 | 1 | 1
Cc1ccc(SCCN2CCC(C(C)(C)C)CCC2=O)cc1 (stereo unspecified) | x | -2 | 0.2 | 6 | -19 | 6 | -0.4 | 6 | 5
CC1CCN(Cc2ccc(-c3nn[nH]n3)cc2)CC1 | -8 | -3 | 1.1 | 10 | -5 | 0 | -0.1 | 1 | -4
O=C(Cc1ccccc1)c1c[nH]c(C(=O)C(Cl)(Cl)Cl)c1 | -2 | -1 | -0.4 | -11 | 2 | 1 | -0.1 | 7 | -4
Cc1csc(NC(=O)Cc2nn(C)c(=O)c3ccccc23)n1 | -7 | -7 | -1.1 | 5 | -4 | -1 | -0.2 | 10 | -9
Cc1ccc2c(N)c(C(=O)N(c3ccccc3)c3ccccc3)sc2n1 | 14 | 11 | -2.0 | 5 | -5 | -7 | -0.6 | -1 | -25
Cc1ccn(CCC(=O)O)n1 | 2 | -3 | -0.7 | -1 | 7 | -1 | -0.5 | 0 | 1
COCCOC(=O)c1cc(C(=O)c2cc(Cl)ccc2O)coc1=N | -7 | -2 | 0.0 | 6 | 13 | -2 | 0.4 | 4 | -2
CC(CCc1ccccc1)NC(=O)CN(C)Cc1ccc(F)cc1 (stereo unspecified) | -2 | -4 | 0.1 | -21 | -3 | -1 | -0.8 | 2 | -2
Cc1ccc(NC(=O)CCc2c(C)[nH]c(=O)c(C#N)c2C)cc1 | 1 | 24 | -2.4 | 6 | -14 | -7 | -0.7 | 2 | -3
O=C(c1ccccc1)N1CCN(S(=O)(=O)N2CCCCC2)CC1 | 6 | -5 | -0.1 | 9 | 12 | -4 | 0.3 | 3 | -17
Nc1c(C(=O)NCc2ccco2)c2nc3ccccc3nc2n1CCc1ccccc1 | -4 | 7 | 2.5 | 6 | 11 | -2 | 0.7 | 8 | -10
O=C(CSc1ccc(Cl)cc1)N1CCN(c2c(Cl)cccc2[N+](=O)[O-])CC1 | -5 | -1 | -0.4 | -7 | -7 | -2 | 0.6 | 4 | -2
O=[N+]([O-])c1ccccc1S(=O)(=O)N1CCc2ccccc2C1 | 9 | 3 | 0.0 | -17 | -8 | 0 | -0.2 | 0 | -3
Cc1ccc(-c2cc(C(=O)NCc3cnn(C)c3C)c3ccccc3n2)cc1C | x | 3 | -0.1 | -7 | x | -5 | -1.1 | 1 | 7
O=C(NC(=S)N1CCN(c2ccccc2)CC1)c1ccc(S(=O)(=O)N2CCOCC2)cc1 | -3 | 1 | 3.7 | 14 | -4 | -5 | -0.3 | 3 | -11

Full records from above. Screens in order: RXFP1 antag | TRHR PAM | D2 agonist | D2 PAM | D2 antagonist | D1 potentiator | TRHR agonist | D1 ag | D1 antag
`CC(=O)Nc1ccc(NC(=O)[C@@H](NC(=O)c2cccc(C)c2)C(C)C)cc1` across the screens: 9 | 0 | x | x | x | -5 | 0.2 | 2 | 9
`COc1cccc(C(=O)Cn2c(=O)n(CCC(=O)NCC3CCCO3)c(=O)c3cc(OC)c(OC)cc32)c1` (stereo unspecified) across the screens: 0 | 15 | 0.0 | 5 | -2 | -2 | 0.4 | 1 | 1
`Cc1ccc2c(N)c(C(=O)N(c3ccccc3)c3ccccc3)sc2n1` across the screens: 14 | 11 | -2.0 | 5 | -5 | -7 | -0.6 | -1 | -25
`O=[N+]([O-])c1ccccc1S(=O)(=O)N1CCc2ccccc2C1` across the screens: 9 | 3 | 0.0 | -17 | -8 | 0 | -0.2 | 0 | -3
`COCCOC(=O)c1cc(C(=O)c2cc(Cl)ccc2O)coc1=N` across the screens: -7 | -2 | 0.0 | 6 | 13 | -2 | 0.4 | 4 | -2
